Compound activity as filed in PubChem.
RAD54 branch: RAD54 (human) branch migration inhibition; Q92698; RAD54 Holliday junction branch migration, FAM/BHQ fluorescence; inhibition, % at 10.4 µM; 360,000 tested, 0.14% active; AID 602329;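 active means mean normalized replicate activity at least 40 and at least half of replicates scoring 40 or more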;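 further: 0% = median of neutral control wells and 100% = median of positive control wells; inhibitors cause a drop in the FAM fluorescence signal; in these data hits start at about 50%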
Target sequence (Q92698 whole entry, looked up): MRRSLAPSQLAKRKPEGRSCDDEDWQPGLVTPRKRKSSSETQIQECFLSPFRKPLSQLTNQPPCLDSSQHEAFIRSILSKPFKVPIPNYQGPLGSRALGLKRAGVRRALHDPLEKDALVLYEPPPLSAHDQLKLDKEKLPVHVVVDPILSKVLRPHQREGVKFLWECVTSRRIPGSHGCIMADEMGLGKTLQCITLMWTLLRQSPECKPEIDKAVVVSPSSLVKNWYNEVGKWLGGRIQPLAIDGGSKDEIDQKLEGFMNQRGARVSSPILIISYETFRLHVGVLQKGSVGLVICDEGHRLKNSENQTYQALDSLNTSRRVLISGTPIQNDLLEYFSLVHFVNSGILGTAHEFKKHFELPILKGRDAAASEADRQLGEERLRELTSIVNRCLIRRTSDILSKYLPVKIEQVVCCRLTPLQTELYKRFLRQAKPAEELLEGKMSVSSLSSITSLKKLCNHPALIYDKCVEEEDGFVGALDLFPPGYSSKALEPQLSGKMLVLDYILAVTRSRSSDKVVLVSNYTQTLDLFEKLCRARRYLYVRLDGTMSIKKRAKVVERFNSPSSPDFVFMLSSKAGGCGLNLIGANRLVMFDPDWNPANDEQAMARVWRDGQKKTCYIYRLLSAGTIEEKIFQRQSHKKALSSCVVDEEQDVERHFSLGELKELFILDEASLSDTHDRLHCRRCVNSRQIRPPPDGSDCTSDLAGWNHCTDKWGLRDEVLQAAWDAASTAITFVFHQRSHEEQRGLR
esBAF inh: SWI/SNF esBAF complex inhibition. reporter increase, % at 12.5 µM. mouse ES cells, Bmi1-luciferase knock-in reporter, 24 h; 100% = twice the neutral-well signal. AID 602393. 350,000 tested, 2% active; in the data active means activation above about 40%;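 further: 0% = median of the plate's neutral control wells and 100% = double that signal; a rise in the Bmi1 reporter signal indicates esBAF inhibition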
* hit, by the source's call.

SMILES	RAD54 branch	esBAF inh
Cc1cc(/C=C(\C#N)C(=O)NCc2ccco2)c(C)[nH]1	-6	17
CC(=O)C1=C(C)N(CC2CC2)C(=O)N[C@H]1c1cccs1	-4	3
COc1ccc(/C=C/C(=O)NC(=S)NNC(=O)c2ccco2)cc1	-1	5
O=C(CNS(=O)(=O)/C=C/c1ccccc1)OCC(=O)N1CCC(Cc2ccccc2)CC1	-4	0
COc1ccc(Cn2nnnc2C(C(C)C)N(Cc2ccco2)Cc2cccs2)cc1 (centres undefined)	-10	-3
COc1ccccc1/C=C/C1=NC(=C\N(C)C)/C(=O)O1	1	20
CCOC(=O)CNC(=O)CSc1ncnc2c1cnn2-c1ccc(OC)cc1	6	-5
O=C(Cn1nnc2ccccc2c1=O)N1CCCc2ccccc21	-1	-8
COc1cccc(OCC(O)CN(CCO)Cc2ccccc2)c1 (centres undefined)	-16	-5
O=C1OCCN1C(=O)[C@H]1[C@H](c2ccc(F)cc2)C(c2ccccc2)=NN1c1ccc(Br)cc1	-5	-6
COc1ccc(OC)c(C(=O)COC(=O)c2c(OC)cccc2OC)c1	-2	-1
CSc1nc(NC(C)C)nc(N2CCOCC2)n1	10	-10
COc1cc(C(=O)Nc2nc3ccccc3[nH]2)cc(OC)c1OC	6	15
CN(C)C(=O)c1ccc2c(c1)n(C)c(=O)n2C	-3	-8
O=S(=O)(Nc1nc2ccccc2nc1NCC1CCCO1)c1cccs1 (centres undefined)	4	7
COC(=O)c1[nH]c2cccc(OC)c2c1NC(=O)CCN1CC(C)CC(C)C1 (centres undefined)	-20	-3
COc1ccccc1N1CCN(C(=O)c2cccc(N3C(=O)NC4CC3(C)Oc3ccccc34)c2)CC1 (centres undefined)	8	5
Nc1cc(C(=O)O)ccc1N1CCCCC1	-2	-6
CCN(CC)CCOc1nnc(-c2ccc(C)cc2)c2ccccc12	6	-4
COn1c(-n2nc(C)cc2C)nc2ccccc2c1=O	0	8
COc1cc(N2CCCC2)c(OC)cc1/C=C(/C#N)c1cccc(Br)c1	-21	5
COc1ccc(C(=O)Nc2cc(C)ccc2NC(=O)COc2ccccc2)cc1	1	-1
O=C1C2C3C=CC(C4CC34)C2C(=O)N1/N=C/c1ccc(-c2ccc(Cl)cc2[N+](=O)[O-])o1 (centres undefined)	-3	2
CC(C)C(C(=O)NCC1CCCO1)N(Cc1ccco1)C(=O)CNS(=O)(=O)c1ccc(F)cc1 (centres undefined)	-2	-2
COC(=O)c1cc2nc(-c3ccccc3)cc(C)n2n1	5	-2
C=CCn1c(N)nc2ccccc21	2	1
O=c1oc(-c2cccs2)nc2scc(-c3cccs3)c12	4	64*
Cc1ccc(-n2nc(C)c3c2OC(N)=C(C#N)C3c2ccco2)cc1 (centres undefined)	0	11
Cn1c(=O)c([N+](=O)[O-])c(NCc2ccccc2)c2ccccc21	3	-14
N/C(=N\OC(=O)c1cc(Cl)ccc1Cl)c1cccnc1	-4	52*
COc1ccc(C(=O)N2CCN(S(=O)(=O)c3ccccc3)CC2)c(OC)c1	-2	-9
CC(C)C(c1nnnn1CCc1ccccc1)N1CCOCC1 (centres undefined)	12	-3
COc1ccc(-n2nnnc2SCC(=O)c2cc3ccccc3o2)cc1	-7	-1
CN(C)S(=O)(=O)N1CCN(CC(O)COc2ccc(C(=O)c3ccccc3)cc2)CC1 (centres undefined)	-5	-12
O=C(OC1CCS(=O)(=O)c2sccc21)c1ccccc1 (centres undefined)	-4	-12
COc1cc(/C=N/NC(=O)c2cnn3c(C)cc(-c4ccccc4)nc23)ccc1O	34	3
Cc1noc(/C=C/N(C)C)c1S(=O)(=O)N1CCCC(C(=O)NCc2ccc(Cl)cc2)C1 (centres undefined)	-1	-1
CC(C)(C)c1ccc(C(=O)Nc2nonc2-c2nc3ccccc3[nH]2)cc1	-2	3
CCC(=O)/C=C1\Sc2ccc(OC)cc2N1CCO	0	-2
CC1CCN(S(=O)(=O)c2ccc(NC(=O)C3CCCCC3C(=O)O)cc2)CC1 (centres undefined)	-13	0
CS(=O)(=O)N(Cc1ccc(Cl)cc1)c1ccc(C(=O)NCCC2=CCCCC2)cc1	10	-6
COc1ccc(CN2CCn3ncc(C(=O)Nc4cc(C)cc(C)c4)c3C2=O)cc1	2	2
Cc1cc(C(C#N)c2cccc(Cl)c2)n2ncnc2n1 (centres undefined)	13	-18
O=C(NCCc1ccccc1)c1cc2ncc(Br)cn2n1	-5	21
C=CCSC1=N/C(=C\c2ccc3c(c2)OCO3)C(=O)S1	-1	-3

Shown as a hit in esBAF inh (from the list above):
molecule	esBAF inh
O=c1oc(-c2cccs2)nc2scc(-c3cccs3)c12	64*
N/C(=N\OC(=O)c1cc(Cl)ccc1Cl)c1cccnc1	52*

Later entries
SMILES	RAD54 branch	esBAF inh
CCCCC(=O)Nc1ccc(C(=O)Nc2ccc(S(=O)(=O)N3CCCC3)cc2)cc1	-6	11
CCOCCCn1c(C)nc2c(c1=O)c1nc3ccccc3nc1n2CCC1=CCCCC1	1	-2
CCC(C)(C(=O)NC1CCCC1)N(CC1CCCO1)C(=O)CNC(=O)c1ccccc1 (centres undefined)	-7	7
COC(=O)c1ccc(CSc2nc(N3CCOCC3)c3c(c2C#N)CC(C)(C)OC3)o1	-3	9
CCOc1cc(/C=C2/C(=N)N3C(=NC2=O)SN=C3S(C)(=O)=O)ccc1OC(=O)c1ccco1	-19	-6
CCOc1ccc(NC(=O)c2ccccc2NC(=O)CN2CCN(C(C)=O)CC2)cc1	-1	1
CCCC(=O)OC1CC(C)N(C(=O)c2ccccc2)c2ccc(C)cc21 (centres undefined)	1	1
Cc1c(NC(=O)N(C)C)c(=O)n(-c2ccccc2)n1C	11	-5
O=C1Nc2ccc(S(=O)(=O)NCCC3=CCCCC3)c3cccc1c23	-6	-7
NC(=O)c1cc2cc(Br)ccc2oc1=NCc1ccccc1	-5	-6
O=[N+]([O-])c1ccccc1/C=C/CN1CCCCC1	2	-2
O=c1[nH]ncc2c3ccccc3n(Cc3ccccc3F)c12	-4	-15
c1ccc(-c2nc(-c3ccco3)cs2)nc1	-20	34
CCOC(=O)N1CCN(C(=O)CCCn2nc(C)c3sc4ccccc4c3c2=O)CC1	1	2
CC(=O)N(CCCN(C)C)CCC(C)CCC=C(C)C (centres undefined)	1	-8
COc1ccc(N2CC(C(=O)NCc3ccccc3)CC2=O)cc1 (centres undefined)	0	0
O=c1[nH]c2ccc(NC(=S)Nc3ccc(Cl)cc3)cc2[nH]1	-2	0
COC(=O)C1=C(C)NC(=O)C1(NC(=O)CN1CCCC1=O)C(F)(F)F (centres undefined)	-2	0
COc1ccc(N(C(=O)COc2ccccc2OC)S(=O)(=O)c2ccc(C)cc2)cc1	-2	-2
CC1CCc2cc(F)ccc2N1C(=O)c1cc2nc(-c3ccco3)cc(C(F)(F)F)n2n1 (centres undefined)	-9	8
O=C(CCS(=O)(=O)Cc1ccccc1)Nc1nc2c(s1)CCCC2	15	-11
CSc1nnc(N(CCC#N)CCC#N)s1	0	-4
CN1CCN(C(=O)c2ccc3c(c2)N(Cc2ccccc2)CCS3)CC1	-5	-9
CCOC(=O)C1CCN(C(=O)c2cc3c(-c4ccc(OC)c(OC)c4)nn(C)c3s2)CC1	7	4
COc1cc2c(cc1[N+](=O)[O-])-c1ccc([N+](=O)[O-])cc1C2=NNC(N)=S	5	-8
N#Cc1c(-c2ccccc2)c(-c2ccccc2)nn(CC(=O)NNC(=O)Nc2ccccc2)c1=O	-5	-13
CC(C)(C)CNC(CO)C12CC3CC(CC(C3)C1)C2 (centres undefined)	-9	-2
COCCNC(=O)COc1ncnc2ccc(Br)cc12	3	7
Cc1ccc(C2C3=C(CC(C)(C)CC3=O)N(CCN3CCOCC3)C3=C2C(=O)CC(C)(C)C3)cc1	-8	4
N#Cc1c(N)n(CCOC(=O)c2ccc(Cl)cc2)c2nc3ccccc3nc12	-2	2

Rewritten with each value named: entries from further up
CN1CCN(C(=O)c2ccc3c(c2)N(Cc2ccccc2)CCS3)CC1
  RAD54 branch: -5	esBAF inh: -9
CCOC(=O)C1CCN(C(=O)c2cc3c(-c4ccc(OC)c(OC)c4)nn(C)c3s2)CC1
  RAD54 branch: 7	esBAF inh: 4
COc1cc2c(cc1[N+](=O)[O-])-c1ccc([N+](=O)[O-])cc1C2=NNC(N)=S
  RAD54 branch: 5	esBAF inh: -8

Record cards (already shown). Screens in order: RAD54 branch, esBAF inh
`Cc1ccc(C2C3=C(CC(C)(C)CC3=O)N(CCN3CCOCC3)C3=C2C(=O)CC(C)(C)C3)cc1` reads -8, 4
`COc1cc2c(cc1[N+](=O)[O-])-c1ccc([N+](=O)[O-])cc1C2=NNC(N)=S` reads 5, -8
`CN1CCN(C(=O)c2ccc3c(c2)N(Cc2ccccc2)CCS3)CC1` reads -5, -9
`COC(=O)C1=C(C)NC(=O)C1(NC(=O)CN1CCCC1=O)C(F)(F)F` (centres undefined) reads -2, 0
`CC1CCc2cc(F)ccc2N1C(=O)c1cc2nc(-c3ccco3)cc(C(F)(F)F)n2n1` (centres undefined) reads -9, 8

(cont.)
SMILES	RAD54 branch	esBAF inh
Cc1nnc(SCC(=O)Nc2nc3c(s2)CC(C)CC3)s1 (centres undefined)	-7	12
Cn1nc(C(=O)Nc2nc3ccc(S(C)(=O)=O)cc3s2)ccc1=O	1	2
CCOC(=O)C1=C(C)NC(C)=C(C(=O)OCC)C1C1=COCCO1	-7	-6
CCCn1c(NC(=O)c2ccc(Cl)c(S(=O)(=O)N3CCCC3)c2)nc2ccccc21	16	-35
CCc1c(C(C)S(=O)(=O)c2ccc(C)cc2)[nH]c(=O)n1-c1ccc(OC(F)(F)F)cc1 (centres undefined)	3	2
CN(CCNC(=O)CN1CCN(Cc2ccccc2Cl)C1=O)Cc1ccccc1	-1	0
O=C(Cn1nnc(-c2ccc3c(c2)OCO3)n1)N1CCOCC1	1	26
Clc1ccccc1-c1nnc2sc(-c3ccc4c(c3)OCO4)nn12	-4	13
CC(C)c1nnc(NC(=O)c2cccc(-n3cnnn3)c2)s1	4	17
CC(=O)Nc1ccc(N=Cc2ccc[nH]2)cc1	1	4
O=C1C(c2ccnc3ccccc23)=C(O)c2ccccc21	4	-69
CCc1ccc(NC(=O)c2ccc(NC(=O)C3CCCO3)cc2)cc1 (centres undefined)	-3	9
CC[C@]12c3[nH]c4ccc(OC)cc4c3CCN1C(=O)C(CC(=O)NCC13CC4CC(CC(C4)C1)C3)C[C@@H]2C(=O)N1CCN(C(=O)c2ccco2)CC1 (some centres undefined)	8	9
CCN(CC)C(=O)CSc1nnc([C@H](CCSC)NC(=O)OC(C)(C)C)o1	2	0
COc1ccc(-c2nc(NC(=O)Cn3ccc(C(F)(F)F)n3)sc2C)cc1	-2	-6
COCC(=O)NCCNc1nc2ccc(C)cc2cc1C	1	2
CCCCN(Cc1ccccc1)c1ncnc2nc[nH]c12	-6	67*
COc1ccc(-c2noc(CCC(N)=O)n2)cc1OC	-4	10
C=CCn1c(O)c(CN2CCOCC2)c(C)c(C#N)c1=O	-34	-7
O=C(CNS(=O)(=O)c1ccc(Br)cc1)N1CCOCC1	-11	4
CCOC(=O)CSc1nnc(-c2cccnc2)n1Cc1ccccc1	10	-7
COC(=O)c1ccc(Cl)c(NC(=O)CN2CCC(C)CC2)c1	-4	10
CCN(Cc1ccccc1)C(c1ccccn1)c1nnnn1C(C)(C)CC (centres undefined)	-8	-1
CC12CC(c3ccccc3O1)N(C(=O)c1ccco1)C(=O)N2c1ccccc1 (centres undefined)	7	-3
CCOC(=O)c1cnn(-c2cc(C)c3ccccc3n2)c1N	-3	17
COc1ccc2c(c1)C(=O)[C@@H](O)[C@H](c1ccc(OC)c(Br)c1)O2	-9	40
CCOC(=O)C1CCCN(c2nc3ccccc3nc2C(C#N)C(=O)OCCOC)C1 (centres undefined)	0	0
O=C(O)c1cccc2cccnc12	-4	2
COC(=O)C1=C(C)NC(=O)C1(NS(=O)(=O)c1ccc(NC(C)=O)cc1)C(F)(F)F (centres undefined)	-9	-14
CCn1c(N2CCN(C(=S)NCCc3ccccc3)CC2)nc2ccccc21	-3	5

Reprinted from the part before: 3 entries; new compounds follow.
SMILES	RAD54 branch	esBAF inh
O=C(O)c1cccc2cccnc12	-4	2
COC(=O)C1=C(C)NC(=O)C1(NS(=O)(=O)c1ccc(NC(C)=O)cc1)C(F)(F)F (centres undefined)	-9	-14
CCn1c(N2CCN(C(=S)NCCc3ccccc3)CC2)nc2ccccc21	-3	5
CCc1[nH]nc2c1C(c1ccncc1)C(C#N)=C(N)O2 (centres undefined)	-6	0
Cc1ccnc(NC(=O)CCC(=O)N(CC(=O)NCc2ccc(F)cc2)Cc2ccccc2)c1	-16	-6
CC(C)(NO)/C(=N\O)c1ccc(Cl)cc1	-9	-8
C[C@H](NC(=O)c1[nH]cnc1C(=O)Nc1ccc(Cl)cc1)C(=O)OC(C)(C)C	-22	-4
Cc1ccc(-n2c(-c3cc(C)n(C)n3)n[nH]c2=S)cc1	13	-7
COc1cccc(C2=CC(c3cccs3)n3nnnc3N2)c1 (centres undefined)	-66	-2
COCCN(C(=O)COc1ccc(Cl)cc1)c1nnc(-c2cccnc2)s1	-18	-5

Some of the compounds tested. The share of hits here may be higher or lower than overall.
